Assay outcomes from PubChem BioAssay.
Rpn11 inh = inhibitors of human proteasome Rpn11 | O00487 | actives 0.59% (n = 360,000) | human 26S proteasome, Ub4-pepOG fluorescence polarization; 20S core pre-blocked with epoxomicin | calls only at 20 µM;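 active = inhibition at 20 µM, scaled to each plate's controls, above about 33%, limit read from the data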
Target sequence (O00487 whole entry, looked up): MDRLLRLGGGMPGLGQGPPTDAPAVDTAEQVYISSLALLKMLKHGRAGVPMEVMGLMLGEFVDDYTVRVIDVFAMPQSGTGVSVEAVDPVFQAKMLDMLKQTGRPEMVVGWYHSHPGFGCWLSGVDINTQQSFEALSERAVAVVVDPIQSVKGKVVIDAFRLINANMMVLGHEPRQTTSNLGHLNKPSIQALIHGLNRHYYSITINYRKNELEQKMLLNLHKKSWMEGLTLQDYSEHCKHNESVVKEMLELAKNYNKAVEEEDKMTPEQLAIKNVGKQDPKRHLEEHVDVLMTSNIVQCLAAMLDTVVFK
DNMT1 inh = DNMT1 (human) enzyme inhibition; P26358; DNMT1 molecular beacon, Hinp1I cleavage, fluorescence; inhibition (reported as % activation of signal), % at 10 µM; actives 0.83% (n = 360,000); AID 588458; in the data active = inhibition above about 50%
Scp-1 inhibitor = blocks human Scp-1 phosphatase activity; Q9GZU7; Recombinant Scp1, phosphopeptide, malachite green phosphate absorbance; inhibition, % at 20 µM; actives 0.88% (n = 340,000); AID 493091;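 active = inhibition above about 50% at 20 µM, limit read from the data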;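 note: plate controls were DMSO wells with enzyme for no effect and wells lacking enzyme for full effect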
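System: SCP-1 catalytic domain; Reagent: Phospho 17-mer peptide substrate; Doses: one concentration, 20 µM, with 1.0% DMSO; Incubation: 45 min room-temperature reaction, 5 min colour, 30 min stabiliser; Signal: Phosphate-binding colour reagent, absorbance read at 630 nm.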
Tb MetRS inh = blocks T. brucei methionyl-tRNA synthetase activity | AID 624268 | purified T. brucei MetRS, ATP depletion, Kinase-Glo luminescence | inhibition, % at 11.9 µM | actives 0.4% (n = 360,000);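 active = inhibition above a per-plate cutoff of the control wells' mean inhibition plus 3 SD, cut at about 5.5% in these data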;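 note: 0% = DMSO wells median and 100% = median of wells with control inhibitor compound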
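Dosing: 11.9 µM compound single dose, 0.9% DMSO; Assay system: purified T. brucei MetRS enzyme; Measured by: Kinase-Glo luciferase luminescence reporting remaining unconsumed ATP; Schedule: 15 min plus 2 h at 25 °C.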
CSN deneddyl inh = blocks human CSN-mediated cullin deneddylation | actives 0.38% (n = 360,000) | AID 651999 | inhibition, % at 12.5 µM | Purified CSN, SCF-Nedd8-OG deneddylation, fluorescence polarization;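 active = pattern-corrected inhibition above about 35%, with an unprinted fluorescence ratio check between 0.5 and 1.5, limit read from the data, passing the limit was not always enough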;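 note: 0% = enzyme with substrate and 100% = substrate without enzyme; some results filed as inactive read as strong as hits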
Target sequence (Q92905 whole entry, looked up, one chain of several): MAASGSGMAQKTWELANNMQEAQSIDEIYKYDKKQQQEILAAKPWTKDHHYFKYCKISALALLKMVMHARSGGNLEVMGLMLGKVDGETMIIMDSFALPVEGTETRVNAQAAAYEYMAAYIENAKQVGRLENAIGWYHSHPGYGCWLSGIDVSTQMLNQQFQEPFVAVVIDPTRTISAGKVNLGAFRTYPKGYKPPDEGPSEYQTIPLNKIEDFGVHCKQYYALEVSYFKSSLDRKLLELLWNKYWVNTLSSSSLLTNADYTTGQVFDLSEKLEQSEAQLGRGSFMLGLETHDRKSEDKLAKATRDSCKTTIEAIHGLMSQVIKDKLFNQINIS
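Test system: purified human Csn5 enzyme expressed in HEK293T cells. Amount: 0.24 nM enzyme. Reagent: SCFSkp2-Nedd8OG substrate at 10 nM final. Schedule: 90 min incubation of compound, enzyme and substrate at room temperature. Detection: fluorescence polarization. Read-out: % inhibition of substrate cleavage by Csn5.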
NadD inh = inhibitors of Staphylococcus aureus NadD; actives 0.78% (n = 360,000); inhibition, % at 20 µM; purified NadD enzyme, colorimetric absorbance read-out; in the data active = inhibition above about 26%; note: some compounds past the cut are filed as inactive
PABP1 MLLE inh = inhibitors of microRNA-mediated deadenylation, human PABP1 MLLE binding; P11940; GST-MLLE / FITC-PAM2 fluorescence polarization; inhibition, % at 20 µM; actives 0.36% (n = 360,000); in the data active = inhibition above about 35%, passing the limit was not always enough;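 note: plate controls were DMSO wells with GST-MLLE for no effect and wells lacking GST-MLLE protein for full effect; some results filed as inactive read as strong as hits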
STEP inh = STEP (human) phosphatase inhibition; actives 0.25% (n = 360,000); P54829; recombinant STEP, OMFP fluorogenic substrate, fluorescence; inhibition, % at 20 µM;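 active = inhibition at 20 µM, scaled per plate between control wells, above about 37%, limit read from the data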;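 note: 0% = DMSO with enzyme and substrate and 100% = substrate only without enzyme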
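Assay system: isolated STEP enzyme. Buffer or medium: pH 6.0 Bis-Tris with DTT and Tween 20. Also added: fluorogenic phosphatase substrate OMFP at 25 µM final. Dosing: 20 µM, 1% DMSO. Timing: 20 min reaction, room temperature, in the dark. Measured by: fluorescence intensity, excitation 480 nm, emission 540 nm. Evaluation: normalized % inhibition.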
SUMO1 PPI mod = SUMO1-SIM interaction modulation; SUMO1 binding to a labelled peptide, TR-FRET, 1 h; inhibition, % at 20 µM; actives 0.33% (n = 360,000); in the data active = inhibition above about 37%
Target sequence (P63165 whole entry, looked up): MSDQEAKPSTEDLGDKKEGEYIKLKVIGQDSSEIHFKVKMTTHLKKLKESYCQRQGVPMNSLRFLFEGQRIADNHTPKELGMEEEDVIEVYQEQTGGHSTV
LMPTP inh = blocks human LMPTP phosphatase | inhibition, % at 20 µM | P24666 | actives 0.22% (n = 360,000) | recombinant LMPTP-A, OMFP fluorogenic substrate, fluorescence intensity | AID 651560;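 active = compounds that cut the enzyme signal by at least half of the control window in the single-dose screen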;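 note: plate controls were DMSO wells with enzyme plus substrate for no effect and substrate without enzyme for full effect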
Target sequence (P24666 whole entry, looked up): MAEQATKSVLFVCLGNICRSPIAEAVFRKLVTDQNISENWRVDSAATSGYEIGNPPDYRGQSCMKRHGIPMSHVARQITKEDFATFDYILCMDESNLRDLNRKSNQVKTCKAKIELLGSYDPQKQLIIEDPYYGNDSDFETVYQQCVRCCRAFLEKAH
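Test system – LMPTP-A enzyme · Amount – LMPTP-A at 0.625 nM final in the reaction · Buffer or medium – Bis-Tris pH 6.0, DTT, detergent · Reagent – OMFP 400 µM · Doses – single 20 µM dose · Schedule – reaction 50 min, room temperature, dark · Detection – fluorescence intensity of OMFP turnover product · Evaluation – percent inhibition versus substrate-only and uninhibited controls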
An asterisk follows results filed as active; i = inactive; / = not tested or not shown; + = active, no number. Outcome played no part in choosing rows (roughly 3.6% active in at least one column).

No.	Compound	Rpn11 inh	DNMT1 inh	Scp-1 inhibitor	Tb MetRS inh	CSN deneddyl inh	NadD inh	PABP1 MLLE inh	STEP inh	SUMO1 PPI mod	LMPTP inh
1	O=C(COc1ccccc1F)Nc1nnc(C2CCCC2)s1	i	-4	-20	-0.1	-5	-3	-4	-2	0	-0.4
2	CNC(=O)c1[nH]cnc1C(=O)N[C@@H](C)C(=O)OCc1ccccc1	i	9	0	-0.5	3	7	22	2	1	1.4
3	COc1ccc(NC(=O)c2ccc(COc3ccccc3Br)o2)c(OC)c1	i	2	-14	3.1	-3	-8	14	0	2	2.8
4	CSc1ccc(C(=O)C2CCCN(C(=O)c3cccc(N4CCOCC4)c3)C2)cc1 (centres undefined)	i	-2	-3	0.2	-5	-4	-3	2	-5	0.0
5	COc1ccc(Cc2nc3ccc(C(=O)NC(C)Cc4ncccc4C)cc3o2)cc1OC (centres undefined)	i	3	-8	-0.4	-2	-5	-4	3	-17	1.2
6	O=C(Oc1cccc(-n2cnnn2)c1)c1ccccc1Cl	i	0	-9	-0.2	-5	-8	3	0	2	-0.4
7	C=CCOc1ccccc1C1NC(=O)NC(C)=C1C(=O)NCc1ccccc1 (centres undefined)	i	-2	3	-1.5	-5	-1	6	-2	1	0.7
8	COC(=O)c1cc(=O)n(Cc2cccs2)c(=NCc2cccs2)s1	i	4	-6	0.0	0	13	5	-1	-3	1.1
9	S=c1[nH]nc(-c2ccccc2)n1C1C=CCCC1 (centres undefined)	i	4	-4	-1.9	-4	6	23	-2	5	-0.9
10	CN(C)CCCNc1nc2cc(-c3ccccc3CO)sc2c(=O)n1C	i	5	/	0.0	0	-1	-3	1	-4	0.2
11	O=C(O)CCC(=O)Nc1nc(-c2ccccc2)cs1	i	0	-18	0.2	4	0	-1	-2	2	-1.2
12	O=C(O)CC12CC3CC(C1)CC(n1cncn1)(C3)C2	i	14	-8	-0.1	-1	-2	-9	-1	-2	0.1
13	CC(C)C(=O)Nc1cccc(C(=O)OCC(=O)c2ccc(Cl)cc2Cl)c1	i	25	-10	0.5	3	18	-3	0	1	0.2
14	COCCCN(C(=O)c1ccco1)c1nc(-c2cc(OC)ccc2OC)cs1	i	-2	-19	-0.3	7	-9	-1	2	-1	1.8
15	Cc1cc(NC(=O)CSc2ncccc2C(=O)O)no1	i	1	-5	0.5	0	-6	12	0	3	-2.1
16	Fc1cc(F)nc(NCc2ccccc2)n1	i	-1	-13	1.9	-3	-1	-7	1	-3	-0.4
17	O=C(NCCc1ccccc1)c1cccc(NC(=O)C2CCC2)c1	i	-3	-4	-0.7	-1	0	-2	-2	4	-1.1
18	COc1ccc2c(c1OC)C(=O)N1C2SC(C)(C)[C@H]1C(=O)NC1CC1 (some centres undefined)	i	6	-1	-2.3	-3	-5	20	2	2	-0.7
19	CSc1nc(-c2ccc(Cl)cc2)nn1S(=O)(=O)c1ccc(Cl)cc1	i	2	-14	-0.7	2	-1	-14	-1	0	-1.1
20	O=C(CCNC(=O)c1ccccc1)Nc1ccc(S(=O)(=O)Nc2ncccn2)cc1	i	13	-1	0.0	0	4	-18	-2	1	-3.2
21	CC1CCCN(S(=O)(=O)c2ccc3c(c2)c(=O)nc2ccccn23)C1 (centres undefined)	i	1	14	-0.9	4	-2	-4	0	6	-0.9
22	COc1ccc(-c2ccc(-c3noc(C)n3)c(OC)n2)cc1	i	-2	1	-0.6	3	-7	7	-3	12	-0.1
23	CCOC(=O)C1=C(O)/C(=C\c2cc(C)n(-c3ccc(F)cc3)c2C)N=C1C	i	-25	-1	-0.8	3	12	-16	-2	-3	0.0
24	CN(C)N=Nc1nc[nH]c1C(N)=O	i	3	-9	-0.5	-7	2	22	-2	0	-3.8
25	Oc1ccccc1CNc1cccc2cccnc12	i	-45	-1	0.0	14	13	-8	0	2	2.3
26	CCOc1ccc(N2CC(C(=O)N3CCCCC3)CC2=O)cc1 (centres undefined)	i	0	-7	-0.2	-2	2	-5	-2	2	-2.0
27	CCOC(=O)C(NC(=O)Nc1cccc(C)n1)(OCC(F)(F)F)C(F)(F)F (centres undefined)	i	2	0	-1.3	3	-1	9	-2	-1	-1.0
28	O=C(Cc1ccccc1[N+](=O)[O-])NCc1ccc(Cl)cc1Cl	i	-3	-6	3.7	-1	-3	-15	-1	-10	0.0
29	O=C1CCN(C2CCN(Cc3nc(Cc4ccccc4F)no3)CC2)CCN1	i	-2	-7	-0.7	-1	-4	-3	-3	-4	-1.6
30	CCOC(=O)Cc1c(-c2cccc(Br)c2)nc2c3ccccc3ccn12	/	/	/	-2.0	-1	3	/	/	1	1.7
31	CN(C(=O)CSc1nnc2n1CCCCC2)C1(C#N)CCCCC1	i	1	-4	-0.2	0	1	2	2	0	-2.3
32	O=C(NNC(=O)C1CCCCC1)C(=O)NC1CCCCC1	i	5	-9	-0.2	0	0	14	0	-3	-0.2
33	COc1ccccc1OCc1nc(C#N)c(N2CCCC2)o1	i	0	-7	-0.7	-5	-8	-1	-2	-1	1.0
34	CC1C(C(=O)Nc2ccccc2)CCCC1(C)C(=O)O (centres undefined)	i	1	-2	-1.1	-2	-5	-7	-4	-3	-0.6
35	CCCNC(=O)C1(C)CCN(C(=O)c2ccc(C)c(F)c2)C1 (centres undefined)	i	6	/	-0.2	-6	-1	-6	0	-2	0.5
36	CN1CCN(C(=O)CN(c2cccc(Cl)c2)S(=O)(=O)c2ccccc2)CC1	i	1	-2	-0.7	0	-2	-6	-2	0	1.1
37	O=C(O)CC/C(=C\c1ccc2c(c1)OCO2)c1nc2ccccc2s1	i	3	-1	-0.9	-3	1	10	0	-7	0.8
38	CNC(=O)CC1C(=O)N(Cc2ccccc2)C(=S)N1NC(=O)c1cccc(F)c1 (centres undefined)	i	2	-4	-1.1	-2	-4	-33	2	3	-2.8
39	CC(C)n1nnnc1SCC(=O)c1c(N)n(C2CC2)c(=O)[nH]c1=O	i	-2	-8	-0.5	4	-1	-14	-4	-1	-1.4
40	CCC(=O)Nc1ccccc1C(=O)NC1CCCCC1	i	-1	-4	-0.4	2	-7	-14	0	3	-2.6

Compound profiles (already shown).
CC1CCCN(S(=O)(=O)c2ccc3c(c2)c(=O)nc2ccccn23)C1 (centres undefined) across the screens: Rpn11 inh: i; DNMT1 inh: 1; Scp-1 inhibitor: 14; Tb MetRS inh: -0.9; CSN deneddyl inh: 4; NadD inh: -2; PABP1 MLLE inh: -4; STEP inh: 0; SUMO1 PPI mod: 6; LMPTP inh: -0.9
COc1ccc(-c2ccc(-c3noc(C)n3)c(OC)n2)cc1 across the screens: Rpn11 inh: i; DNMT1 inh: -2; Scp-1 inhibitor: 1; Tb MetRS inh: -0.6; CSN deneddyl inh: 3; NadD inh: -7; PABP1 MLLE inh: 7; STEP inh: -3; SUMO1 PPI mod: 12; LMPTP inh: -0.1

(list continues)
No.	Compound	Rpn11 inh	DNMT1 inh	Scp-1 inhibitor	Tb MetRS inh	CSN deneddyl inh	NadD inh	PABP1 MLLE inh	STEP inh	SUMO1 PPI mod	LMPTP inh
41	COCCSc1nc(N)c(NC(=O)c2ccc(OC)cc2)c(=O)[nH]1	i	5	-7	-0.7	-2	-3	12	-1	-1	-1.6
42	O=C(N/C(=C/c1ccc(Br)cc1)C(=O)N1CCCC1=O)c1ccco1	i	0	-6	-0.8	1	1	-12	1	7	-1.5
43	CC(C)CNC(=O)NC1C(NC(=O)NCC(C)C)N(C)C(=O)N1C (centres undefined)	i	-4	-11	-0.4	5	-1	-3	-7	0	-3.0
44	COc1ccc(COc2cc(-c3cccc(OC)c3)nc3ccc(NC(C)=O)cc23)cc1	i	-15	11	-0.4	5	-6	2	-1	4	4.5
45	CCC(=O)N1CCN(c2cc3c(cc2F)c(=O)c(C(=O)O)cn3CC)CC1	i	3	-7	-0.1	2	-5	-4	-3	3	-1.5
46	Cc1ccc(C(=O)N/N=C\c2cccc(OC(=O)c3cccc(F)c3)c2)cn1	i	-1	-7	0.0	6	-5	2	3	-12	0.5
47	CC(C)NC(=O)NC(=O)COC(=O)c1cc[n+]([O-])cc1	i	0	-7	0.2	-8	2	-11	0	-7	-0.4
48	CCc1nccn1S(=O)(=O)c1ccc2ccc(C)cc2c1	i	2	-11	0.1	7	-2	3	5	-6	-2.5
49	COc1ccc(N2C(=O)CC(Sc3ncn[nH]3)C2=O)c(OC)c1 (centres undefined)	i	1	-3	-0.1	-1	2	34	-1	1	-1.8
50	O=c1c2ccccc2nc2ccc(N3CCOCC3)nn12	i	2	-10	-1.6	3	-3	5	-5	-16	0.3
51	COc1ccc(S(=O)(=O)N2CCCCC2)cc1NC(=O)c1cccnc1SC	i	2	-11	-0.6	-2	-2	0	2	-4	-1.4
52	COc1ccc(/C=N/NC(=O)Cn2nc([N+](=O)[O-])cc2C)c(OC)c1OC	i	5	1	-0.1	1	-2	-5	-2	-12	-1.4
53	O=C(COc1cccc(C(F)(F)F)c1)Nc1ccc(S(=O)(=O)N2CCCCC2)cc1	i	-22	-3	-0.3	0	-10	2	2	5	3.5
54	Cc1ccc(/C=C/C(=O)NC2CCS(=O)(=O)C2)cc1 (centres undefined)	i	-1	-3	-0.7	-1	3	20	1	-3	-1.3
55	Clc1cccc(OCCCn2ccnc2)c1	i	-2	-5	-0.1	-5	-5	4	-1	3	0.4
56	Oc1c(Cl)cc(Cl)c2cccnc12	+	-10	-6	0.0	7	7	10	0	3	3.0
57	CC(C)(C)C(=O)CSc1ncnc2c1cnn2-c1ccccc1	i	8	-2	0.3	7	1	-16	-1	-4	0.6
58	C=CCNC(N)=S	i	0	-2	-0.2	-3	0	-140	0	3	-0.4
59	Cc1sc2c(c1C)c(=O)n(-c1ccccc1)c1nnc(C)n21	i	-2	7	-0.7	2	-4	2	-3	1	-1.7
60	COc1ccccc1CNC(=O)CCS(=O)(=O)c1ccc2c(c1)CCN2C(C)=O	i	-1	-10	-0.6	-2	-1	2	-1	4	-2.5
61	COc1ccc(OC)c(-c2cc(C(=O)Nc3cc(C)on3)no2)c1	i	0	-3	-1.2	7	-6	9	2	-1	2.7
62	CCOCCc1c(O)nc(SCCOc2ccc(C)c(C)c2)[nH]c1=O	i	-1	-5	-0.1	-2	-2	9	0	3	-0.3
63	CCc1ccc(CN(C)C(=O)CCc2nnc(-c3ccc(-c4ccccc4)cc3)o2)nc1	i	1	0	-0.4	-2	-3	-9	1	0	0.0
64	Cc1ccc(-n2cc(CNCCc3cscn3)c(-c3ccc(F)cc3)n2)cc1	i	-1	0	-1.5	-3	0	-1	3	-2	0.6
